High-throughput results: PubChem, National Center for Advancing Translational Sciences (NCATS)
Pin1 inh: blocks the human prolyl isomerase Pin1; actives 0.009% (n = 390,000); AID 504891; Pin1 FP peptide displacement, HiFluor488, 10 min; Q13526; Potency, µM (titrated, usually from 115 µM), for the others: at the top dose activity, negative = inhibition, hits mostly inhibitors; active means well fitted inhibition curve with a large enough effect in the polarisation, with a control signal flat, not every such curve was filed as active; inconclusive means small, poorly fitted or top-dose-only effect, or effect the other way, or a change in a side signal; inactive means no such curve, though single readings can be large or run the other way; the % refers to the polarisation; further: potency means the concentration at half of the fitted maximal effect; on the % scale 0 is the no-effect control and ±100 the full control effect
Target sequence (Q13526 whole entry, looked up): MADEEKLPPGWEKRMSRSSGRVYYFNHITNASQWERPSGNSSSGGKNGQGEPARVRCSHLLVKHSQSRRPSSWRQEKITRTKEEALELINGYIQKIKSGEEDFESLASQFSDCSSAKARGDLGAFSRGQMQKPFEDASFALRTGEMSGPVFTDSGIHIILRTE
GLS inh: glutaminase GLS (human) inhibition; Potency, µM (highest dose often 45.5 µM), inactives show at the top dose activity change, negative = inhibition, usual class: inhibitors; GLS enzymatic activity, qHTS titration; O94925; actives 0.21% (n = 410,000); further: potency means the concentration at half of the fitted maximal effect; on the % scale 0 is the no-effect control and ±100 the full control effect
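Two-point fluorescence kinetic (t0, 30 min RT) for hKGA; glutamate detected via glutamate oxidase–HRP–Amplex Red. Substrate: 1 mM L-glutamine solution; buffer 45 mM KH2PO4, pH 8.2.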
USP1 inh: inhibitors of human USP1/UAF1 deubiquitinase; actives 0.23% (n = 390,000); O94782; Potency, µM (titrated, usually from 57.1 µM), for inactives: at the top dose activity change, negative = inhibition, most hits filed as inhibitors; recombinant USP1/UAF1, Ub-Rhodamine cleavage fluorescence; further: potency means the concentration at half of the fitted maximal effect; on the % scale 0 is the no-effect control and ±100 the full control effect; nearly all actives have a fitted effect of over 60% in size; inactives centre near -12
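High-throughput fluorogenic screen: 1nM USP1/UAF1 complex, Ub-Rho substrate 150nM final, 50mM HEPES pH 7.8 with 0.5mM EDTA, 0.1 mg/ml BSA, 1mM TCEP and 0.01% Tween-20.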
rTrxR1 inhibitor: rat TrxR1 inhibition; actives 1% (n = 390,000); O89049; recombinant rTrxR1, NADPH fluorescence consumption, selenite substrate; Potency, µM (top dose mostly 114 µM), for inactives: top-dose activity change, negative = inhibition, hits mostly inhibitors; further: potency means the concentration at half of the fitted maximal effect; on the % scale 0 is the no-effect control and ±100 the full control effect; nearly all actives have a fitted effect of over 65% in size
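Rat TrxR1 (90 nM in the dispensed reagent) was pre-reduced with 400 uM NADPH for 5 min at room temperature, then incubated with compound for 15 min. After 400 uM selenite was added, NADPH fluorescence (Ex 340/Em 450 nm) was followed for 8 min.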
mIDH1 inhibitor: human IDH1 R132H inhibition; Potency, µM (series often up to 76.6 µM), inactives show at the highest dose activity change, negative = inhibition, most hits filed as inhibitors; IDH1-R132H enzyme, NADPH consumption, diaphorase/resazurin fluorescence; O75874; AID 602179; actives 0.093% (n = 390,000); further: potency means the concentration at half of the fitted maximal effect; on the % scale 0 is the no-effect control and ±100 the full control effect; nearly all actives have a fitted effect of over 65% in size
Target sequence (O75874 whole entry R132H, stated change not applied): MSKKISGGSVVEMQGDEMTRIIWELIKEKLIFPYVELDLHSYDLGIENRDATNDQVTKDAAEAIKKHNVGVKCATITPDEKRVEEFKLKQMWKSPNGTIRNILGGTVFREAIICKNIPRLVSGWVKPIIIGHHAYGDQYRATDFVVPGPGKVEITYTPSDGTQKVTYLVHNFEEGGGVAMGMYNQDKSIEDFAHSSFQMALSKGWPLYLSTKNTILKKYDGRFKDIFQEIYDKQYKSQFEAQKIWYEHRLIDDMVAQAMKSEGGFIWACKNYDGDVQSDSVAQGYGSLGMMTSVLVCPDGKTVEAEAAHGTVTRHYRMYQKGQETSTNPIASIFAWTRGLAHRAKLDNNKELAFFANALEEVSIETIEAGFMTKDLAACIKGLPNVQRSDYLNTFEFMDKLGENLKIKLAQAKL
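IDH1-R132H (0.5 ug/mL dispensed) in pH 7.5 Tris buffer was preincubated 30 min with compound, then given a substrate mix of 0.016 mM NADPH and 2 mM alpha-KG for 80 min at room temperature; remaining NADPH was read by diaphorase/resazurin fluorescence.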
HP1b binding inh: blocks HP1-beta chromodomain binding to methylated histone tails | P83916 | AlphaScreen HP1-beta / biotin-H3K9me3 peptide binding | Potency, µM (top dose mostly 114 µM), inactives show top-dose activity change, negative = inhibition, actives largely listed as inhibitors | actives 0.56% (n = 390,000) | AID 540317; further: potency means the concentration at half of the fitted maximal effect; nearly all actives have a fitted effect of over 70% in size; inactives centre near 23
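HP1-beta protein (50 nM final) preincubated 30 min at room temperature with biotinylated H3(1-18)K9me3 peptide (50 nM) in PBS pH 7.4, 0.01% Tween-20, then compound added for 30 min. AlphaScreen streptavidin donor/nickel chelate acceptor beads (10 ug/mL final), 30 min dark, luminescence read.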
TrxR1 substrate: rat thioredoxin reductase 1 substrate activity | O89049 | purified TrxR1 substrate turnover, NADPH consumption readout | Potency, µM (series often up to 114 µM), without a hit: top-dose activity change, negative = substrate turnover | actives 0.01% (n = 390,000); further: potency means the concentration at half of the fitted maximal effect; on the % scale 0 is the no-effect control and ±100 the full control effect; nearly all actives have a fitted effect of over 50% in size
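Rat TrxR1, dispensed at 90 nM, was prereduced with 400 uM NADPH (final) for 5 min at ~22 deg C, then incubated with compound 15 min before 400 uM selenite. A first-read NADPH fluorescence drop versus no-compound background flagged substrates.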
PI4K2A inh: PI4K2A (human) kinase inhibition; purified PI4K2A, ADP-Glo luminescence, 1 h; active compounds read low; activity change, negative = inhibition, % at 76.9 µM; actives 0.13% (n = 420,000); AID 1346378; in the data active means activity change below about -50%; inconclusive means mostly about -30% to -49%;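 further: -100% = wells without enzyme as full effect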
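Compounds are screened against recombinant PI4K2A using PI as substrate and ATP, the latter dispensed at 300 microM. Reactions run one hour at ambient temperature before ADP-Glo detection; full inhibition defined by wells lacking enzyme.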
Tb PGK inh: T. brucei PGK inhibition; PGK/GAPDH coupled, Kinase-Glo luminescence, 60 min; actives 0.043% (n = 380,000); P07378; Potency, µM (doses to about 57.5 µM), for inactives: top-dose activity change, negative = inhibition, hits mostly inhibitors; further: potency means the concentration at half of the fitted maximal effect; on the % scale 0 is the no-effect control and ±100 the full control effect; nearly all actives have a fitted effect of over 60% in size
Target sequence (P07378 whole entry, looked up): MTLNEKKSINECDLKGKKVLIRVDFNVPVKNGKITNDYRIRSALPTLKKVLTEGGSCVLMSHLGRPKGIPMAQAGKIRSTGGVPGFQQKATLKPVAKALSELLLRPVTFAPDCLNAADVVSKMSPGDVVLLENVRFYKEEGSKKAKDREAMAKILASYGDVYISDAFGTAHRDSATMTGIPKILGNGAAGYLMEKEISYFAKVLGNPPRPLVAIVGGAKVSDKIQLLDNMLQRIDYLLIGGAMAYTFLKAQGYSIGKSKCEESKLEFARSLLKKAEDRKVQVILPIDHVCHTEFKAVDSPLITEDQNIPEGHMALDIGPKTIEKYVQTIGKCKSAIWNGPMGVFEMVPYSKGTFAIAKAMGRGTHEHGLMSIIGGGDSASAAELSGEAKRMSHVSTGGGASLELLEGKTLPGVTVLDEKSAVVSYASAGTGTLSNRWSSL
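Luminescent ATP detection (Kinase-Glo Plus) follows a 60-minute room-temperature incubation, with wells lacking PGK as controls. Buffer: 100 mM TEA (pH 7.6), 5 mM MgCl2, 0.01% Tween-20. Coupling enzyme GAPDH (100 nM final) supplies unstable 1,3-BPG in-well.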
Active calls of the source: *; i = inactive; ? = inconclusive; nt = no result given; [ ] = remark or other dose. Unless noted, the call rests on the fitted dose curve; in most records, active means well fitted curve in the direction sought with a large enough effect; inconclusive means small, poorly fitted or top-dose-only effect, or another doubt; inactive means no such curve, though single readings can be large; an effect the other way counts as inactive or inconclusive. Only part of the results is shown, so the mix of outcomes need not match the whole.

cpd	Structure	Pin1 inh	GLS inh	USP1 inh	rTrxR1 inhibitor	mIDH1 inhibitor	HP1b binding inh	TrxR1 substrate	PI4K2A inh	Tb PGK inh
1	O=C(CC1C(=O)N(Cc2ccccc2)C(=S)N1CCN1CCOCC1)Nc1ccc(F)cc1 (configuration not stated)	-1.3%	8.9%	?	-12.7%	7.2%	-13.3%	-11.8%	-2.5	i
2	Cc1cc(/C=N/Nc2nc(N3CCOCC3)nc(N3CCOCC3)n2)c(C)n1-c1ccccc1	8.5%	-5.5%	-13.9%	4.5%[57.1 µM]	-5.0%	?	4.5%[57.1 µM]	-1.5	-2.1%
3	COc1ccccc1N1N=C(c2ccc([N+](=O)[O-])cc2)CC1c1ccccc1 (configuration not stated)	?	-10.9%	-3.4%	-8.1%	0.5%	?	-2.1%	11.6	2.7%
4	CCOC(=O)c1cccc(NC(=O)CSc2nc3ccccc3c(=O)n2CC)c1	-3.9%	-10.9%	1.7%	0.1%	-4.2%	11.4%	4.6%	7.2	-1.6%
5	CCOC(=O)c1c(NC(=O)CN2CCOCC2)sc(C(=O)NC)c1C	5.4%	-3.6%	-14.5%	5.1%	6.2%	52.3%[activator]	1.8%	-1.6	-0.8%
6	CCC(=O)Nc1ccc2oc(-c3ccccc3Br)nc2c1	1.8%	-4.9%	-25.6%	44.1%	5.2%	10.0%	41.1%	-1.4	-1.9%
7	COc1ccc(/C=C/C(=O)Nc2cccc(S(=O)(=O)NC3=NCCCCC3)c2)cc1	-8.6%	1.2%	-1.5%	-14.7%	3.9%	-5.4%	-8.0%	2.5	-8.3%
8	COc1cc(/C=C/C(=O)OCC(=O)N2CCN(C(=O)c3ccco3)CC2)ccc1O	-0.9%	3.4%	-14.5%	?	-2.0%	8.9%	-1.7%	0.8	-6.3%
9	CCOP(=O)(OCC)C(Nc1ccccc1)c1cc(OC)ccc1OC (configuration not stated)	-5.3%	18.6%	-0.8%	-7.2%	7.7%	8.6%	-9.0%	4.2	2.0%
10	COC(C[C@@H]1O[C@@H]1C(=O)[C@@H](C)OCc1ccccc1)OC	-5.6%	-1.7%	-18.5%	-5.5%	-5.3%[38.3 µM]	45.0%[activator]	-6.7%	-0.2	-1.6%
11	COc1ccc(-c2noc(CSc3nc(-c4ccccc4)cc(=O)[nH]3)n2)cc1	4.2%	-2.9%	-14.0%	-17.7%	1.8%	36.8%[activator]	-6.3%	-0.7	-2.8%
12	O=C1[C@H](Cc2ccccc2)NCC=CC[C@H](c2ccc(Cl)cc2)N1Cc1ccc(Cl)cc1	-2.8%	17.6%	22.0%	7.6%[57.1 µM]	-3.1%	13.6%	-5.5%	-0.6	5.9%
13	Cc1ccc2c(=O)cc(C(=O)Nc3nc4ccc(Cl)cc4s3)oc2c1C	?	-4.1%	?	13.5%	13.9%	-11.4%	1.7%	0.3	-5.8%
14	Cc1cc(=O)[nH]c(Nc2ccc(N(C)C)cc2)n1	2.0%	20.1%	-16.1%	13.1%	-6.0%	0.8%	1.1%	-0.5	-1.4%
15	Cc1ccc(N2C(=O)CCSC23C(=O)Nc2ccccc23)cc1 (configuration not stated)	-4.7%	-0.1%	-0.4%	2.5%	-1.9%	13.9%	-2.2%	3.9	-11.3%
16	COc1ccc(CCNc2nc(-c3ccccc3OC)cc(C(F)(F)F)n2)cc1OC	?	1.4%	-2.4%	-7.3%	5.2%	63.8%[activator]	-8.9%	-4.5	6.1%
17	CCCC12CN3CC(C)(CN(C1)C3c1ccc(CC)cc1)C2=O (configuration not stated)	-6.6%	0.9%	5.3%	4.4%	0.0%	67.9%[activator]	-3.7%	-7.3	-7.9%
18	CCOC(=O)COc1cc([N+](=O)[O-])cc2cccnc12	-12.0%	6.8%	-1.4%	25.7%	-4.6%	25.9%	4.5%	3.2	5.5%
19	Cc1ccc(S(=O)(=O)N2CCC(C(=O)OCCOc3cccc(C)c3)CC2)cc1	-4.7%	-2.8%	-29.0%	34.9%	-4.4%	79.1%[activator]	3.2%	3.8	4.0%
20	CC(NC(=O)[C@@H](NC(=O)[C@@H]1Cc2ccccc2CN1)C(C)C)c1ccccc1 (some centres not stated)	3.8%	-11.0%	-25.8%	20.0%	0.6%	44.1%[activator]	5.9%	-1.3	i

(more compounds)
cpd	Structure	Pin1 inh	GLS inh	USP1 inh	rTrxR1 inhibitor	mIDH1 inhibitor	HP1b binding inh	TrxR1 substrate	PI4K2A inh	Tb PGK inh
21	Cc1ccc(NC(=O)CCCN2C(=O)COc3ccc(C)cc32)c(C)c1	2.0%	-5.9%	2.0%	-9.4%	nt	28.0%	1.7%	-6.3	nt
22	Brc1cccc(CN2CCCCCC2)c1	-5.5%	9.0%	-22.5%	10.1%	3.6%	?	3.9%	-1.1	-8.9%
23	COC(=O)CSC1=C(C#N)C(c2ccccc2F)CC(=O)N1 (configuration not stated)	-0.6%	0.7%	-22.3%	11.1%	-2.3%	27.9%	5.9%	-4.4	-4.8%
24	CC(C)(C)c1ccc(-c2nnc(N)s2)cc1	-2.7%	-0.2%	-24.2%	22.2%	3.7%	36.9%	6.5%	-3.0	-3.7%
25	C=CCN1C(=O)C(CC(=O)NCC)SC1=Nc1ccc(S(N)(=O)=O)cc1 (configuration not stated)	1.1%	8.1%	-2.6%	8.2%	-0.9%	17.9%	11.9%	-0.5	nt
26	O=S(=O)(c1cccc(-c2nnc3n2CCCCC3)c1)N1CCCC1	0.5%	-9.2%	-15.9%	18.6%[57.1 µM]	-1.3%	39.7%[activator]	-4.7%[57.1 µM]	2.3	-3.0%
27	COc1ccc(O)c(C2NC(CC(C)C)(C(=O)O)C3C(=O)N(Cc4ccccc4)C(=O)C23)c1 (configuration not stated)	5.9%	20.0%	0.6%	-0.3%	12.2%	21.2%	-1.8%	3.7	3.7%
28	O=C(NCc1ccc(Cl)cc1)C1CCCO1 (configuration not stated)	-4.6%	-19.4%	-27.3%	16.0%	-5.4%	37.7%	7.0%	0.1	-8.6%
29	COc1cc2c(cc1OC)C(C)N(CC(=O)Nc1ccc(C)c(S(=O)(=O)N3CCOCC3)c1)CC2 (configuration not stated)	-19.5%	2.8%	-22.3%	26.7%	3.6%	65.8%[activator]	5.0%	2.6	-8.4%
30	CC(Sc1nc2ccccc2c(=O)n1C)C(=O)N(C)C1CCCCC1 (configuration not stated)	-0.1%	0.9%	-8.2%	13.5%	-4.4%	15.7%	-0.9%	3.7	-0.9%
31	Cc1ccc(Cl)cc1NC(=O)CN1C(=O)NC2(CCCCCC2)C1=O	-5.7%	-1.5%	-16.4%	-4.4%	2.2%	6.2%	-7.5%	-1.9	i
32	CCN(CC)C(=O)CSc1nc2ccccc2c(=O)n1-c1cccc(OC)c1	-1.3%	-1.8%	-21.4%	7.2%	4.6%	32.0%	12.1%	-1.3	2.4%
33	COc1ccc(-c2nc(-c3cccs3)no2)cc1	4.9%	3.6%	-2.8%	4.5%	0.0%	67.1%[activator]	-0.7%	-15.6	-11.9%
34	COc1ccc(CNC(=O)CN(CC2CCCO2)C(=O)CNS(=O)(=O)c2ccc(F)cc2)cc1 (configuration not stated)	-3.4%	-12.0%	-14.1%	-7.4%	6.7%	34.6%[activator]	-6.8%	8.8	-9.5%
35	Cc1cnc(NC(=O)CSc2nnc(Cc3ccccc3)o2)s1	3.1%	-0.5%	2.2%	-6.4%[57.1 µM]	-1.0%	32.7%[activator]	-0.9%[57.1 µM]	3.1	-9.3%
36	Cc1ccccc1C(=O)Nc1ccc2nc(SCC(=O)N3CCc4ccccc43)sc2c1	44.7%[activator]	-18.8%	-21.1%	27.1%	3.4%	68.6%[activator]	9.3%	5.8	i
37	Cc1ccc(CN2C(=O)c3ccccc3CC2(C)C(=O)NC2CCCCC2)cc1 (configuration not stated)	2.4%	4.4%	-23.5%	14.4%	nt	27.1%	0.1%	3.7	nt

An excerpt from above in order of number of heavy atoms, falling.
cpd	Structure	Pin1 inh	GLS inh	USP1 inh	rTrxR1 inhibitor	mIDH1 inhibitor	HP1b binding inh	TrxR1 substrate	PI4K2A inh	Tb PGK inh
34	COc1ccc(CNC(=O)CN(CC2CCCO2)C(=O)CNS(=O)(=O)c2ccc(F)cc2)cc1 (configuration not stated)	-3.4%	-12.0%	-14.1%	-7.4%	6.7%	34.6%[activator]	-6.8%	8.8	-9.5%
16	COc1ccc(CCNc2nc(-c3ccccc3OC)cc(C(F)(F)F)n2)cc1OC	?	1.4%	-2.4%	-7.3%	5.2%	63.8%[activator]	-8.9%	-4.5	6.1%
5	CCOC(=O)c1c(NC(=O)CN2CCOCC2)sc(C(=O)NC)c1C	5.4%	-3.6%	-14.5%	5.1%	6.2%	52.3%[activator]	1.8%	-1.6	-0.8%
